SIAH1 antagonists = Siah-1 peptide-binding antagonists, primary screen, biochemical, fluorescence polarization, rhodamine-plectin, uHTS (AID 1817); E3 ubiquitin-protein ligase SIAH1 (Homo sapiens); Siah-1 / rhodamine-plectin peptide fluorescence polarization; higher % means a stronger effect; displacement, % at 20 µM; hits with a dose series show IC50 in µM; 0.02% of 290,000 active;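 active means displacement of at least 50% at 20 µM, with a fluorescence ratio check between 0.3 and a set limit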;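 further: plate controls were Siah plus tracer with DMSO for no effect and tracer alone without Siah for full effect; strong numbers were not always called active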
XIAP antagonists = XIAP antagonists, biochemical, IAP family, fluorescence polarization (AID 1018); E3 ubiquitin-protein ligase XIAP (Homo sapiens); XIAP BIR domain, fluorescence polarization peptide displacement; higher % means a stronger effect; one-dose displacement, % at 20 µM; IC50 in µM for titrated hits; 0.007% of 200,000 active; in the data active means displacement above about 50%; further: a part of the inactive calls stands beside numbers as strong as those of hits
HEK293 NOD2/NF-kB = NOD2 signaling inhibitors, cell-based, luminescence, uHTS, HEK293 (AID 1566); HEK293 NOD2/NF-kB luciferase reporter, luminescence; higher % means a stronger effect; inhibition, % at 4 µM, or EC50 in µM where a hit was titrated; 0.63% of 290,000 active; further: many of its hits are not listed in these tables
AID2073 = inhibitors of Mint1-CaV2.2 protein interaction, biochemical, HTRF (AID 2073). Voltage-dependent N-type calcium channel subunit alpha-1B (Homo sapiens). HTRF protein-protein interaction, Mint1-CaV2.2; higher % means a stronger effect. inhibition, % at 20 µM; hits with a dose series show IC50 in µM. 0.19% of 290,000 active; in the data active means inhibition mostly above about 51%, no sharp cut-off; inconclusive means no clear call, values can overlap the other calls; inactive means mostly below about 53%; further: some results filed as inactive read as strong as hits
LYP inhibition = inhibitors of LYP phosphatase, biochemical, fluorescence intensity, uHTS (AID 1779); recombinant LYP phosphatase, fluorescence intensity; higher % means a stronger effect; one-dose inhibition, % at 11.5 µM; IC50 in µM for titrated hits; 0.054% of 290,000 active;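 further: plate controls were vehicle with enzyme for no effect and no enzyme for full effect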
HIV peptide binding = inhibitors of HIV fusion peptide binding, primary screen, biochemical, uHTS, fluorescence dequenching (AID 1986) | inhibition, % at 20 µM, or IC50 in µM where a hit was titrated | cell-free peptide binding, fluorescence dequenching, 30 min; higher % means a stronger effect | 0.3% of 290,000 active; in the data active means inhibition mostly above about 52%, no sharp cut-off; inactive means mostly below about 76%; further: some results filed as inactive read as strong as hits
NS5 inhibitors = Dengue-2 NS5 methyltransferase inhibitors, primary screen, biochemical, confirmation dose response (AID 588689); Genome polyprotein (Dengue virus type 2 (strain 16681-PDK53)); Dengue-2 NS5 methyltransferase capping enzyme assay, biochemical; higher % means a stronger effect; inhibition, % at 25 µM; hits with a dose series show IC50 in µM; 0.3% of 340,000 active; in the data active means a potency from the dose series; inconclusive means inhibition above about 29% without an active follow-up result
Lipid droplet = inhibitors of hepatocyte lipid droplet formation, primary screen, imaging, high-throughput imaging, BODIPY stain; AML12 mouse hepatocytes, oleate lipid droplets; inhibition, % at 6.5 µM; 0.4% of 240,000 active;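 active means lipid droplet intensity inhibited by at least 50%, with more than 500 cells counted; inconclusive means wells with under 300 cells, treated as cytotoxic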
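Assay system: AML12 mouse liver cells | Compound dosing: One dose, 6.5 µM compound | Read-out basis: Droplet intensity reduction, % inhibition | Measured by: Fluorescence imaging, 20x objective, two fields per well | Schedule: Overnight treatment with compound plus oleate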
Myeloid diff MLP = induction of myeloid progenitor differentiation, primary screen, cell-based, flow cytometry, MLPCN library; 1% of 360,000 active; calls only at 10 µM; ER-HoxA9 myeloid progenitors, lysozyme-GFP differentiation;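 active means normalized GFP-positive differentiation at or above the plate's own cutoff, the solvent-only control mean plus 3 SD; inconclusive means no clear call, values can overlap the other calls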;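 further: cells exposed to compound for four days before flow analysis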
Lipid droplet cells 6.5 µM = further read-out of Lipid droplet, marked with its call; cell count; measured here: cell count, cytotoxicity flag;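 cells counted across two imaged fields per well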
Myeloid diff MLP GFP+ MAC1+ % = further read-out of Myeloid diff MLP, marked with its call; GFP+ MAC1+ double positive, %; measured here: differentiation confirmed by MAC1 staining
* hit, by the source's call; & = joins results of further samples. Unless noted, no stated cut-off is given here; in the data, active means inhibition above about 50%; inactive means the rest.

What do the screens show for `Cc1ccc(C)n1-c1ccc(N2CCOCC2)c([N+](=O)[O-])c1`?
SIAH1 antagonists: -3%; HEK293 NOD2/NF-kB: -5%; AID2073: -4%; LYP inhibition: -6%; HIV peptide binding: -2.7%; NS5 inhibitors: 2%; Lipid droplet: -12; Myeloid diff MLP: inactive; Lipid droplet cells 6.5 µM: 604; Myeloid diff MLP GFP+ MAC1+ %: 0.0

What do the screens show for `CCC(=O)Nc1ccc(C(=O)Nc2cccc(C)n2)cc1`?
SIAH1 antagonists: 16%; XIAP antagonists: -5.7%; HEK293 NOD2/NF-kB: -52%; AID2073: 42%; LYP inhibition: -8%; HIV peptide binding: -0.3%; Lipid droplet: -14; Myeloid diff MLP: inactive; Lipid droplet cells 6.5 µM: 654; Myeloid diff MLP GFP+ MAC1+ %: 1.0

Results for Cn1cc(CCNC(=O)C2CCC(=O)N(CCc3ccc(Cl)cc3)C2)cn1 (centres undefined) ?
SIAH1 antagonists: 7%; HEK293 NOD2/NF-kB: 0%; AID2073: 14%; LYP inhibition: -6%; HIV peptide binding: -0.6%; NS5 inhibitors: -1%; Lipid droplet: 3; Myeloid diff MLP: inactive; Lipid droplet cells 6.5 µM: 821; Myeloid diff MLP GFP+ MAC1+ %: 0.6

What do the screens show for `Cn1nccc1C(=O)N1CCN(c2ccccc2Cl)CC1`?
SIAH1 antagonists: 1%; HEK293 NOD2/NF-kB: -8%; AID2073: 12%; LYP inhibition: -9%; HIV peptide binding: -1.9%; NS5 inhibitors: -5%; Lipid droplet: 5; Myeloid diff MLP: inactive; Lipid droplet cells 6.5 µM: 657; Myeloid diff MLP GFP+ MAC1+ %: 0.2

How did CCCC(=O)Nc1cccc(NC(=S)NC(=O)C(C)Oc2ccc(Cl)cc2Cl)c1 (centres undefined) do in these assays?
SIAH1 antagonists: 2%; XIAP antagonists: -5.9%; HEK293 NOD2/NF-kB: -3%; AID2073: 0%; LYP inhibition: -2%; HIV peptide binding: 0.6%; NS5 inhibitors: -11%; Lipid droplet: 1; Myeloid diff MLP: inactive; Lipid droplet cells 6.5 µM: 594; Myeloid diff MLP GFP+ MAC1+ %: 0.2

What do the screens show for `N#Cc1c(NCCO)nc(NCc2ccccc2)c2c1CCN(Cc1ccccc1)C2`?
SIAH1 antagonists: -1%; XIAP antagonists: -14%; HEK293 NOD2/NF-kB: 2%; AID2073: 13%; LYP inhibition: -6%; HIV peptide binding: 1.2%

What do the screens show for `Cc1cc(C)cc(NCCC#N)c1`?
SIAH1 antagonists: -3%&3%; XIAP antagonists: -17%; HEK293 NOD2/NF-kB: 2%&-2%; AID2073: 11%&-7%; LYP inhibition: -4%&-3%; HIV peptide binding: 0.6%&-1.2%; NS5 inhibitors: 5%; Lipid droplet: -10&-6; Myeloid diff MLP: inactive; Lipid droplet cells 6.5 µM: 742&703; Myeloid diff MLP GFP+ MAC1+ %: 0.7

How did Cn1c(=O)c2c(nc(N3CCOCC3)n2CCSc2ncccn2)n(C)c1=O do in these assays?
SIAH1 antagonists: 1%; XIAP antagonists: -5.4%; HEK293 NOD2/NF-kB: -11%; AID2073: 3%; LYP inhibition: 13%; HIV peptide binding: 1.8%; NS5 inhibitors: -2%; Lipid droplet: 4; Myeloid diff MLP: inactive; Lipid droplet cells 6.5 µM: 600; Myeloid diff MLP GFP+ MAC1+ %: 4.1

How did O=C(N/N=C/C(Cl)=C/c1ccc([N+](=O)[O-])cc1)C(=O)Nc1cccc(C(=O)O)c1 do in these assays?
SIAH1 antagonists: 9%; HEK293 NOD2/NF-kB: -7%; AID2073: -7%; LYP inhibition: 2%; HIV peptide binding: 2.7%; NS5 inhibitors: 18%; Lipid droplet: -12; Myeloid diff MLP: inactive; Lipid droplet cells 6.5 µM: 599; Myeloid diff MLP GFP+ MAC1+ %: 0.2

What do the screens show for `CC(C)c1ccc(NC2CCCN(C(=O)c3ccnc(Cl)c3)C2)cc1` (centres undefined)?
SIAH1 antagonists: 8%; HEK293 NOD2/NF-kB: 29%; AID2073: 7%; LYP inhibition: -8%; HIV peptide binding: -1.1%; NS5 inhibitors: 7%; Lipid droplet: -3; Myeloid diff MLP: inactive; Lipid droplet cells 6.5 µM: 662; Myeloid diff MLP GFP+ MAC1+ %: 0.2

Results for Cc1ccc(Nc2nc(CSc3nnc(-c4cccnc4)n3-c3ccccc3F)cs2)cc1 ?
SIAH1 antagonists: 7%; XIAP antagonists: 0.3%; HEK293 NOD2/NF-kB: -15%; AID2073: 6%; LYP inhibition: -7%; HIV peptide binding: 4.3%; NS5 inhibitors: 4%; Lipid droplet: -23; Myeloid diff MLP: inactive; Lipid droplet cells 6.5 µM: 668; Myeloid diff MLP GFP+ MAC1+ %: 0.1

What do the screens show for `N#C/C(=C\c1c(Cl)cccc1Cl)c1nc2ccccc2[nH]1`?
SIAH1 antagonists: -4%; HEK293 NOD2/NF-kB: 24%; AID2073: 16%; LYP inhibition: 1%; HIV peptide binding: 0.5%; NS5 inhibitors: 1%; Lipid droplet: 4; Myeloid diff MLP: inactive; Lipid droplet cells 6.5 µM: 412; Myeloid diff MLP GFP+ MAC1+ %: 0.4

How did CC1CCCCC1NC(=O)CN1C(=O)NC(C)(c2ccc(OC(F)F)cc2)C1=O (centres undefined) do in these assays?
SIAH1 antagonists: 2%; XIAP antagonists: -1.7%; HEK293 NOD2/NF-kB: -10%; AID2073: -5%; LYP inhibition: -8%; HIV peptide binding: -2.6%; NS5 inhibitors: -6%; Myeloid diff MLP: inactive; Myeloid diff MLP GFP+ MAC1+ %: 6.6

How did COc1ccc2c(C)nc(N/C(N)=N/S(=O)(=O)c3ccc(C)cc3)nc2c1 do in these assays?
SIAH1 antagonists: -3%; XIAP antagonists: -2.8%; HEK293 NOD2/NF-kB: 36%; AID2073: 22%; LYP inhibition: -8%; HIV peptide binding: 0.4%; NS5 inhibitors: -1%; Lipid droplet: -18; Myeloid diff MLP: inactive; Lipid droplet cells 6.5 µM: 715; Myeloid diff MLP GFP+ MAC1+ %: 0.6

What do the screens show for `C=CCNC(=O)c1ccccc1NS(=O)(=O)c1ccc(OC)c(C(=O)N2CCOCC2)c1`?
SIAH1 antagonists: 2%; HEK293 NOD2/NF-kB: -6%; AID2073: -3%; LYP inhibition: -10%; HIV peptide binding: 2.0%; NS5 inhibitors: 5%; Lipid droplet: -11; Myeloid diff MLP: inactive; Lipid droplet cells 6.5 µM: 735; Myeloid diff MLP GFP+ MAC1+ %: 0.7

How did COc1ccc(/C=C2\COc3ccccc3C2=O)c(OC)c1 do in these assays?
SIAH1 antagonists: 6%; HEK293 NOD2/NF-kB: -52%; AID2073: 8%; LYP inhibition: -5%; HIV peptide binding: -1.2%; NS5 inhibitors: -2%; Lipid droplet: -21; Myeloid diff MLP: inactive; Lipid droplet cells 6.5 µM: 806; Myeloid diff MLP GFP+ MAC1+ %: 0.5

How did Cc1cc(C(=O)Nc2c(C)nn(Cc3ccc(Cl)cc3)c2C)no1 do in these assays?
SIAH1 antagonists: 3%; XIAP antagonists: -5.6%; HEK293 NOD2/NF-kB: 6%; AID2073: 17%; LYP inhibition: -5%; HIV peptide binding: 5.7%; NS5 inhibitors: 0%; Lipid droplet: 7; Myeloid diff MLP: inactive; Lipid droplet cells 6.5 µM: 734; Myeloid diff MLP GFP+ MAC1+ %: 0.4

What do the screens show for `COc1cc(C2NC(=O)NC(C)=C2C(=O)OCc2ccccc2)ccc1O` (centres undefined)?
SIAH1 antagonists: -3%; XIAP antagonists: -6.5%; HEK293 NOD2/NF-kB: -9%; AID2073: 12%; LYP inhibition: -11%; HIV peptide binding: -0.9%; NS5 inhibitors: -11%; Myeloid diff MLP: inactive; Myeloid diff MLP GFP+ MAC1+ %: 6.8

Results for O=S(=O)(NCCN1CCOCC1)c1ccc(Cl)s1 ?
SIAH1 antagonists: 9%; XIAP antagonists: -4.9%; HEK293 NOD2/NF-kB: 11%; AID2073: -2%; LYP inhibition: -5%; HIV peptide binding: 0.5%; NS5 inhibitors: 0%; Lipid droplet: 1; Myeloid diff MLP: inactive; Lipid droplet cells 6.5 µM: 703; Myeloid diff MLP GFP+ MAC1+ %: 0.3

Results for Nc1ccc2c(c1)C(=O)N(CCCCCC(=O)O)C2 ?
SIAH1 antagonists: 2%; XIAP antagonists: 0.1%; HEK293 NOD2/NF-kB: -10%; AID2073: 5%; LYP inhibition: -9%; HIV peptide binding: -1.1%; NS5 inhibitors: 3%; Lipid droplet: -9; Myeloid diff MLP: inactive; Lipid droplet cells 6.5 µM: 704; Myeloid diff MLP GFP+ MAC1+ %: 0.5

What do the screens show for `COc1ccc(-c2cnnc(N/N=C/c3ccc(O)c(OC)c3)n2)cc1`?
SIAH1 antagonists: -3%; XIAP antagonists: 1.3%; HEK293 NOD2/NF-kB: -62%; AID2073: -12%; LYP inhibition: 6%; HIV peptide binding: -2.7%; NS5 inhibitors: 6%; Lipid droplet: -3; Myeloid diff MLP: inconclusive; Lipid droplet cells 6.5 µM: 681

What do the screens show for `COc1cc(CN(CC2CCCO2)C(=O)c2ccco2)cc(OC)c1OC` (centres undefined)?
SIAH1 antagonists: -5%; HEK293 NOD2/NF-kB: 5%; AID2073: 1%; LYP inhibition: -10%; HIV peptide binding: -1.3%; NS5 inhibitors: 1%; Lipid droplet: -5; Myeloid diff MLP: inactive; Lipid droplet cells 6.5 µM: 760; Myeloid diff MLP GFP+ MAC1+ %: 1.5

How did COc1c(C)cc(Br)cc1C(=O)NCc1cccnc1 do in these assays?
SIAH1 antagonists: -3%; XIAP antagonists: -5.1%; HEK293 NOD2/NF-kB: 11%; AID2073: 0%; LYP inhibition: -1%; HIV peptide binding: 0.6%; NS5 inhibitors: 3%; Lipid droplet: 0; Myeloid diff MLP: inactive; Lipid droplet cells 6.5 µM: 699; Myeloid diff MLP GFP+ MAC1+ %: 7.2

Two entries drawn at random from the list so far, as already listed:
What do the screens show for `Cc1cc(C)cc(NCCC#N)c1`?
SIAH1 antagonists: -3%&3%; XIAP antagonists: -17%; HEK293 NOD2/NF-kB: 2%&-2%; AID2073: 11%&-7%; LYP inhibition: -4%&-3%; HIV peptide binding: 0.6%&-1.2%; NS5 inhibitors: 5%; Lipid droplet: -10&-6; Myeloid diff MLP: inactive; Lipid droplet cells 6.5 µM: 742&703; Myeloid diff MLP GFP+ MAC1+ %: 0.7

What do the screens show for `N#C/C(=C\c1c(Cl)cccc1Cl)c1nc2ccccc2[nH]1`?
SIAH1 antagonists: -4%; HEK293 NOD2/NF-kB: 24%; AID2073: 16%; LYP inhibition: 1%; HIV peptide binding: 0.5%; NS5 inhibitors: 1%; Lipid droplet: 4; Myeloid diff MLP: inactive; Lipid droplet cells 6.5 µM: 412; Myeloid diff MLP GFP+ MAC1+ %: 0.4

High-throughput results (PubChem)

An excerpt, so the mix of outcomes need not match the whole.
